# Screens deposited in PubChem BioAssay by National Center for Advancing Translational Sciences (NCATS).
# GRP78 ERSR act: ER stress response induction in glioma; Potency, µM, for inactives: at the highest dose activation, usual class: activators; U87-MG GRP78 promoter luciferase reporter, 16 h; 420,000 compounds, 0.02% hits; AID 602332; further: potency means the concentration at half of the fitted maximal effect; series mostly up to about 76 µM; % of control where 0% means no effect; nearly all actives have a fitted effect of over 35% in size
#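 ERSR induction read as luciferase luminescence (Bright-Glo, 10 min at room temperature) in stably transfected human U87-MG glioma cells exposed to compounds for 16 h, using GRP78 as sensor.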
# D1 potentiator: enhances dopamine response at the human D1 receptor; HEK293 TREx D1 cells, calcium flux, dopamine EC20 potentiation; potentiation, % at 10 µM; 360,000 compounds, 0.036% hits; AID 504651; in the data active means potentiation above about 30%; further: 0% is about no effect
# Target sequence (P21728 whole entry, looked up): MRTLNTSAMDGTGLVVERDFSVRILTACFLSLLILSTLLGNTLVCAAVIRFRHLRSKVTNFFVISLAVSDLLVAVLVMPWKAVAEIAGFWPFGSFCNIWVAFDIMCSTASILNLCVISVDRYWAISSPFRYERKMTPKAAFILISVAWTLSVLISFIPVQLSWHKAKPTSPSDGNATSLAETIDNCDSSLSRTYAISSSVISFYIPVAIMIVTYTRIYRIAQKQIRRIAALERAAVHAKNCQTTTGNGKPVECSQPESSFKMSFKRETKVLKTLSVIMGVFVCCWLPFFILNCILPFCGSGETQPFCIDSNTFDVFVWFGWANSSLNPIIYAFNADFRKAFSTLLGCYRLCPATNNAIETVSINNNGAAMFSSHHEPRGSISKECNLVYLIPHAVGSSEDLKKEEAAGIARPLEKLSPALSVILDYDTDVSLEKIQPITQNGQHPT
# Vif-APOBEC3G blk: blocks the Vif interaction with human APOBEC3G | HeLa A3G-eYFP + Vif (tagged APOBEC3G with the HIV-1 protein that degrades it), YFP fluorescence, overnight | 410,000 compounds, 0.076% hits | Q9HC16 | Potency, µM (titrated, usually from 46.1 µM), for the others: top-dose activity, negative = active, most hits filed as inhibitors;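 further: potency means the concentration at half of the fitted maximal effect; on the % scale 0 is the no-effect control and ±100 the full control effect; nearly all actives have a fitted effect of over 60% in size; hits raise eYFP signal because A3G escapes Vif-driven loss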
#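 Read-out is eYFP fluorescence (Ex 488/Em 500-530) from Vif-expressing HeLa A3G-eYFP cells; more signal means A3G escaped Vif-mediated degradation. Cells plated overnight, compound pinned in, incubated overnight at 37 deg C.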
# D2 potentiator: positive allosteric modulators of human D2 dopamine receptor | P14416 | HEK293 T-REx D2, calcium flux, EC20 dopamine potentiation | potentiation, % at 10 µM | 340,000 compounds, 0.34% hits | AID 485347;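 active means potentiation over 3 SD above the plate norm, cut at about 30% in these data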; further: 0% is about no effect
# Target sequence (P14416 whole entry, looked up): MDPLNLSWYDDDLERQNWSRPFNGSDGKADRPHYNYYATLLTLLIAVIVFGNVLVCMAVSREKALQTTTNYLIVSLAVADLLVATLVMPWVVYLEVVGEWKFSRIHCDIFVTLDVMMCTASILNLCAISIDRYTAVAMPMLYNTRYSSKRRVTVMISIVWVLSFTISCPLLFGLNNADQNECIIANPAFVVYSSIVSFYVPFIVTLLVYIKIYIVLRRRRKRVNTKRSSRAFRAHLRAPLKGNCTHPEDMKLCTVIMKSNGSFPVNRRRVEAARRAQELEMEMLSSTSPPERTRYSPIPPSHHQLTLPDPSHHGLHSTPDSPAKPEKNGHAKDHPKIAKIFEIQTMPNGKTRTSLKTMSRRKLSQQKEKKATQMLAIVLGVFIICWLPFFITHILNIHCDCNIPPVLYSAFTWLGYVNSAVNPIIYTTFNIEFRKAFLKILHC
#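 Tetracycline-induced HEK293 T-REx cells force-coupled to calcium signalling expressed D2; compounds were pin-added after a 10 s baseline, read kinetically 180 s, then an EC20 dopamine challenge followed with a further 180 s calcium read.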
# RXFP1 ag: agonists of human relaxin receptor RXFP1; HEK293T-RXFP1 cAMP TR-FRET, 30 min; response scale: percent of porcine relaxin response, buffer zero; 370,000 compounds, 0.3% hits; Q9HBX9; Potency, µM (titrated, usually from 57.5 µM), for inactives: at the top dose activation, hits mostly activators; further: potency means the concentration at half of the fitted maximal effect; on the % scale 0 is the no-effect control and ±100 the full control effect; nearly all actives have a fitted effect of over 60% in size; many of its hits are not listed in these tables
#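 HEK293 cells stably expressing RXFP1, treated 30 min at 37C with compounds plus PDE4 inhibitor Ro 20174; cAMP measured by HTRF TR-FRET. Normalized to buffer and 29 nM porcine relaxin; EC50 by Hill fit.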
# D1 agonist: activates the human D1 dopamine receptor | P21728 | HEK293 T-REx D1 cells, calcium flux, agonist mode | activation, % at 2 µM | 360,000 compounds, 1% hits | AID 504660; in the data active means activation above about 30%; further: 0% is about no effect
#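 Tetracycline-induced HEK293 TREx D1 cells, force-coupled to calcium signalling, were dye-loaded with a no-wash calcium kit. Compound was pin-added after a 10 s baseline. Fluorescence was read kinetically at 1 cycle/s for 180 s, with calcium rises flagged as agonism.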
# LDHA inh: inhibitors of human lactate dehydrogenase A | AID 1347041 | P00338 | activity change, % (values are at about 110 or 230 µM) | 480,000 compounds, 0.15% hits | purified LDHA, NADH/diaphorase-resazurin fluorescence; stronger effect = lower value; in the data active means activity change below about -30%;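 further: plate controls were DMSO wells for no effect and wells without enzyme for full effect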
#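 Remaining NADH was detected by diaphorase (0.133 mg/mL) converting 37 µM resazurin to fluorescent resorufin, read at 0 and 20 minutes. The preceding 5-minute room-temperature reaction used 2 nM LDHA, 0.2 mM sodium pyruvate and 0.06 mM NADH at pH 7.4.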
# Vif-A3F inh: Vif-A3F binding inhibition; HeLa A3F-eYFP + Vif (tagged APOBEC3F with the HIV-1 protein that degrades it), YFP fluorescence increase; Potency, µM (top dose mostly 46.1 µM), for the others: top-dose activity, negative = active; 390,000 compounds, 0.2% hits; further: potency means the concentration at half of the fitted maximal effect; % of control where 0% means no effect; nearly all actives have a fitted effect of over 65% in size
#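 Fluorescence increase (Ex 488/Em 500-530) after overnight compound treatment at 37 deg C flags inhibition of Vif-driven A3F-eYFP loss in stable HeLa A3F-eYFP/Vif cells seeded overnight beforehand.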
# D1 antagonist: blocks dopamine activation of the human D1 receptor; 360,000 compounds, 3.2% hits; activity change, negative = inhibition, % at 10 µM; AID 504652; HEK293 TREx D1 cells, calcium flux, dopamine EC80; stronger effect = lower value; in the data active means activity change below about -30%; further: on the % scale 0 is the no-effect control and ±100 the full control effect
#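 Compound effects on dopamine-evoked calcium signalling were measured in tetracycline-induced HEK293 Trex D1 cells. Dopamine at EC80 followed a 180 s compound pre-read, and fluorescence was tracked kinetically for 180 s more.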
# The depositor's hits bear a star; x = not tested or not shown; & = joins results of further samples. Unless noted, the call rests on the fitted dose curve; in most records, active means well fitted curve in the direction sought with a large enough effect; inconclusive means small, poorly fitted or top-dose-only effect, or another doubt; inactive means no such curve, though single readings can be large; an effect the other way counts as inactive or inconclusive. Only part of the results is shown; the hit share may differ from the screen's.
SMILES,GRP78 ERSR act,D1 potentiator,Vif-APOBEC3G blk,D2 potentiator,RXFP1 ag,D1 agonist,LDHA inh,Vif-A3F inh,D1 antagonist
CC1CN(Cc2ccccc2)C(=S)NC1=O (centres undefined),-4.0%,x,0.4%,x,x,x,-4.2,3.1%,x
O=C(COC(=O)c1ccc(Cl)nc1)Nc1ccc2c(c1)OCO2,-2.0%,-4.0,1.9%,-3.5,-0.2%,2.8,1.3,3.7%,4.6
CCOC(=O)N1CCC(N2CCN(S(=O)(=O)CC)CC2)CC1,-2.5%,-5.5,0.1%,-3.0,2.7%,1.2,-33.6*,-2.4%,-1.1
COc1ccc(NS(=O)(=O)c2ccc(NC(=O)c3cnn4c(C(F)F)cc(-c5ccc(C)cc5)nc34)cc2)cc1,x,1.1,x,-4.6,-2.2%,2.7,x,x,-3.6
CCCC(=O)NC(=S)Nc1cccc(NC(=O)c2ccccc2)c1,-1.0%,-3.3,0.9%,13.7,1.2%,1.3,-0.1,7.0%,-1.1
O=C(NC1C(=O)NNC1c1ccccc1)c1ccccc1 (centres undefined),1.2%,-0.5,0.3%,2.1,1.8%,4.2,20.4,0.7%,-2.0
Cc1ccc(S(=O)(=O)N2CCCC2CO)cc1 (centres undefined),0.0%,1.4,6.1%,0.8,1.1%,1.1,-6.9,-3.3%,-5.7
CC1(C)CC2(CC(c3ccccc3)Oc3cc(O)ccc32)NC(=S)N1 (centres undefined),-3.7%,9.3,0.1%,6.6,-0.4%,0.6,-2.5,1.3%,11.1
COc1cc(NC(=S)NC(C)=O)ccc1NC(=O)C(C)C,3.7%,-0.5,0.4%,6.2,-0.1%,2.1,-2.6,-3.0%,-5.9
CC1CCCC(NC(=O)CN2C(=O)COc3ccccc32)C1C (centres undefined),5.6%,-0.7,-2.4%,6.1,4.4%,7.2,-7.5,3.0%,-1.0
COc1cccc(NC(=O)c2ccccc2N(Cc2ccccc2)S(C)(=O)=O)c1,-3.6%,-3.1,3.5%,-1.0,1.1%,2.1,0.6,-4.6%,0.9
O=[N+]([O-])c1ccc(Oc2ccc(S(=O)(=O)N3CCOCC3)cc2)cc1,1.1%,x,2.8%,-3.1,3.7%,17.1,-11.9,5.5%,-41.6*

# Overlap with the part before: two compounds, followed by the next part.
SMILES,GRP78 ERSR act,D1 potentiator,Vif-APOBEC3G blk,D2 potentiator,RXFP1 ag,D1 agonist,LDHA inh,Vif-A3F inh,D1 antagonist
COc1cccc(NC(=O)c2ccccc2N(Cc2ccccc2)S(C)(=O)=O)c1,-3.6%,-3.1,3.5%,-1.0,1.1%,2.1,0.6,-4.6%,0.9
O=[N+]([O-])c1ccc(Oc2ccc(S(=O)(=O)N3CCOCC3)cc2)cc1,1.1%,x,2.8%,-3.1,3.7%,17.1,-11.9,5.5%,-41.6*
CC(=O)Nc1ccccc1C(=O)C(=O)Nc1ccc(C)c(F)c1,4.9%,-8.4,-9.2%,-5.4,-0.2%,1.8,0.4,4.7%,-2.6
CCn1ccc2cc(S(=O)(=O)N3CCCN(C(=O)NCCOC)CC3)ccc21,-2.3%,-2.2,1.8%,5.6,2.7%,4.5,0.7,-0.9%,24.1
CN(C)S(=O)(=O)c1ccc2nc(NC(=O)c3cccnc3)sc2c1,-2.4%,-1.7,-0.1%,-18.1,6.5%,1.6,-2.1,4.2%,5.1
Cc1cc(C)nc(NC(N)=S)n1,-3.7%,-3.2,-3.9%,1.1,-0.1%,1.6,-6.9,1.2%,5.4
COc1ccc(/C=C/c2c(-c3ccc(OC)cc3)oc3ccccc23)cc1,0.3%,-15.6,0.5%,-2.4,3.5%,2.2,1.3,-4.8%,-12.4
CCC(C)NC(=O)CCCn1c(=O)c2cccn2c2ccccc21 (centres undefined),0.1%,-4.2,-0.6%,3.8,7.2%,2.2,-1.5,-2.9%,-3.7
Cc1c(NS(=O)(=O)c2cc(C(=O)N(C)Cc3ccccc3)ccc2Cl)c(=O)n(-c2ccccc2)n1C,2.0%,x,-3.2%,x,x,x,-8.0,-2.2%,x
COc1ccc(CNC(=O)CN(c2ccc(C(C)=O)cc2)S(=O)(=O)c2ccc(C)cc2)cc1OC,-3.0%,x,-5.6%,x,x,x,-2.5,-7.3%,x
O=C(O)C1CCCCC1C(=O)Nc1ccc(-c2ccccc2)cc1 (centres undefined),2.7%,2.6,2.4%,8.6,2.0%,2.8,0.7,11.3%,-2.1
COC(=O)c1ccc(N(C(=O)CNC(=O)c2ccco2)C(C(=O)NC2CCCC2)c2ccco2)cc1 (centres undefined),-2.5%,2.9,0.4%,-6.1,0.5%,0.3,1.5,-0.5%,15.9
CCN(Cc1cccs1)C(=O)CN1CCN(S(=O)(=O)c2ccc3c(c2)OCCCO3)CC1,-7.2%,-7.9,-0.5%,-0.9,-0.2%,0.4,-6.7,-2.8%,-7.3
CCOC(=O)CCc1c(C)c2ccc(OCc3cc([N+](=O)[O-])ccc3OC)cc2oc1=O,-2.9%,8.5,0.3%,-4.7,2.6%,4.3,-4.2,-2.0%,6.2
COc1cc(CN2CCC(Cc3ccccc3)CC2)c([N+](=O)[O-])cc1OC,-4.0%,1.9,0.0%,-1.6,0.5%,3.4,3.3,-13.7%,14.2
CCN(CC)S(=O)(=O)c1ccc(N/N=C/c2ccc(O)cc2)nc1,7.8%,-0.8,-5.4%,x,1.9%,3.3,4.9,-8.1%,12.4
COc1ccccc1-c1oc2ccccc2c1C#CC1(N)CCCCC1,-7.1%,-1.1,-15.7%,2.8,1.8%,1.3,3.4,8.3%,x
CC(=O)Oc1ccc2c(=O)oc(-c3ccccc3)nc2c1,1.7%,6.0,-0.4%,12.7,1.3%,4.3,-2.9,-19.9%,2.2
COc1ccccc1N=C(C)C1=C(O)CSC1=O,6.7%,3.6,-0.7%,-9.4,0.9%,1.0,-4.5,-1.3%,1.5
CCOc1ccc(-c2nnc(SCC(=O)Nc3cccc(C#N)c3)o2)cc1,-1.1%,-2.2,6.9%,7.1,-1.7%,14.4,-5.0,-15.0%,-3.0
CCOc1ccc(-c2nnc(N3CCCCC3)c3ccccc23)cc1,-3.6%,-5.6,0.5%,-8.7,-0.8%,-1.7,3.8&-0.4,2.6%,28.7
Cc1nc2ccccc2c(=O)n1NC(=O)C1CC1C (centres undefined),-2.3%,3.0,4.5%,3.0,1.3%,2.7,-3.0,-24.5%,-1.9
CCOc1c(C)cnc2c1c(=O)n(CC(=O)NCC1CCCO1)c(=O)n2C (centres undefined),-4.6%,-6.7,3.0%,7.4,8.0%,-1.7,-3.9,10.4%,15.3
O=C(Cc1c(F)cccc1Cl)Nc1ccccc1N1CCCCC1,-4.8%,2.2,-0.5%,1.8,1.8%,4.7,-0.3,-11.6%,13.7
CC12CCC(C(=O)C1)C1(C)CCCC(=O)C21 (centres undefined),-4.9%,x,0.0%,x,x,x,2.7,11.1%,x
O=C(C1CC(=O)N(c2ccc3c(c2)OCCO3)C1)N1CCN(S(=O)(=O)c2ccc(F)cc2)CC1 (centres undefined),-5.1%,x,2.0%,x,x,x,-1.7,6.6%,x
COc1cccc(CC(=O)Nc2ccc(F)c(S(=O)(=O)N3CCOCC3)c2)c1,-5.3%,x,-0.3%,x,x,x,5.4,0.9%,x
COCCNS(=O)(=O)c1cc2[nH]c3c(c2cc1C)C(=O)CC(C)(C)C3,-3.0%,0.6,0.3%,2.6,-0.3%,0.8,-3.5,-9.7%,3.7
O=C1NC2(CCCCC2)NN1c1ccccc1,2.1%,-6.5,-8.9%,x,4.0%,2.4,-2.9,3.5%,-7.0
Cc1ccccc1NC(=O)CN1C(=O)CSc2ccc(S(=O)(=O)N3CCCCC3)cc21,-5.4%,-3.9,2.5%,23.0,2.1%,2.5,-4.3,-2.3%,-5.9
Cc1c(NCc2cc(Cl)ccc2O)c(=O)n(-c2ccccc2)n1C,-3.4%,0.7,-4.6%,-1.8,0.0%,0.3,2.3,-2.5%,3.2
CCc1ccc2[nH]c(=O)c(CN(CCN(CC)CC)C(=S)NCc3ccco3)cc2c1,-3.1%,-5.1,-0.6%,-20.0,0.1%,18.6,0.2,-0.4%,-16.0
Cc1nn(Cc2ccccc2Cl)c2sc(C(=O)Nc3nccs3)cc12,-1.5%,-1.8,-2.6%,-8.6,5.6%,0.7,-0.2,1.0%,-20.1
CCCN(CCC)S(=O)(=O)c1ccc(NS(C)(=O)=O)cc1,-2.0%,-2.7,1.0%,x,-1.5%,3.8,-4.5,3.1%,-4.4
Cc1ccc(C)c(CSc2nnc(C)c(=O)[nH]2)c1,-1.7%,17.4,-3.8%,-0.7,0.5%,3.8,-10.9,2.5%,-1.2
CN=c1scc(C)n1/N=C/c1cc(Br)c(O)c(OC)c1,3.6%,-0.7,-7.9%,-4.3,0.6%,0.5,-3.0,8.3%,9.3
CCOc1ccc(N(CC(=O)NCC2CCCO2)S(=O)(=O)c2ccc(OC)c(OC)c2)cc1 (centres undefined),-3.0%,-2.4,-3.0%,-0.4,-0.4%,0.5,-2.8,0.6%,-0.8
CCCCC(=O)Nc1ccc(C(=O)NNC(=O)c2cccs2)cc1,-4.8%,4.3,2.1%,1.5,1.1%,1.5,-11.6,-8.0%,6.7
CC(Sc1nnc(COc2ccc([N+](=O)[O-])cc2)n1C)C(=O)O (centres undefined),-1.5%,-2.8,0.2%,0.6,5.6%,1.4,-6.4,-9.6%,-4.5
COC(=O)c1cc(-c2cccc(OC)c2)n[nH]1,5.8%,-3.8,0.4%,2.0,-1.9%,1.3,0.9,4.2%,-13.8
CCOC(=O)C1C(C)N=C2SCC(=O)N2C1c1cccc(Br)c1 (centres undefined),-4.1%,-4.8,-10.5%,-3.4,-0.2%,2.0,-0.6,0.4%,4.2
CSc1cc(/C=N/O)c(SC)s1,-2.0%,0.0,-8.1%,-3.0,7.0%,28.5,0.3,2.7%,-4.1
